Bioassay records (PubChem)
CBFb-RUNX1 inh: qHTS Assay for Compounds Blocking the Interaction Between CBF-beta and RUNX1 for the Treatment of Acute Myeloid Leukemia. Runt-related transcription factor 1 (Homo sapiens) + Core-binding factor subunit beta …. AlphaScreen CBFb-His/RUNX1-biotin binding, biochemical. Potency, µM (top dose mostly 59.8 µM), for inactives: at the highest dose activity, negative = inhibition, hits mostly inhibitors. 230,000 tested, under 10 active. AID 1477, 2009; further: % of control where 0% means no effect
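AlphaScreen proximity signal reports loss of binding between His-tagged CBF-beta and biotin-labelled RUNX1, each at 30 nM. Proteins are pre-associated for 20 minutes, compounds added for 15 minutes, then beads for 90 minutes, all at ambient temperature.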
TRb SRC2 PPI: qHTS for Inhibitors of the Interaction of Thyroid Hormone Receptor and Steroid Receptor Coregulator 2; Thyroid hormone receptor beta (Homo sapiens), P10828; TRbeta-SRC2 peptide binding, fluorescence polarization; receptor liganded with 1 µM T3; Potency, µM (highest dose often 106 µM), inactives show top-dose activity change, negative = inhibition, most hits filed as inhibitors; 280,000 tested, 0.065% active; AID 1469, 2008;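 further: potency means the concentration at half of the fitted maximal effect; plate controls were bound peptide for no effect and peptide without receptor for full effect; nearly all actives have a fitted effect of over 50% in size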
Target sequence (P10828 whole entry, looked up): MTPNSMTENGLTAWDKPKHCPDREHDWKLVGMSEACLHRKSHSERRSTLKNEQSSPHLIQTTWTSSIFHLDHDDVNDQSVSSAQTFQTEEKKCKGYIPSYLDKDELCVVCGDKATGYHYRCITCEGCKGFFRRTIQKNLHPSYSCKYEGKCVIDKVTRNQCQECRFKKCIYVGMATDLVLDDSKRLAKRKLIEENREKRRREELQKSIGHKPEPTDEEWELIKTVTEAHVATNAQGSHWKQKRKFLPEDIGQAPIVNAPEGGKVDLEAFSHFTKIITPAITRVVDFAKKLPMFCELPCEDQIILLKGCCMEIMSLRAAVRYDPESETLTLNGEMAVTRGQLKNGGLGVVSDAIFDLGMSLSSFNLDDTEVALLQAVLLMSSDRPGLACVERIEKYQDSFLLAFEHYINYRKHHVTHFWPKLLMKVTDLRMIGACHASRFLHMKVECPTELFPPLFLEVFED
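Decrease in fluorescence polarization of 20 nM Texas Red SRC2 coactivator peptide flagged inhibition of its binding to 0.6 uM TRb LBD; 1 uM T3 included, incubation 5 hr, ex 555/em 632 nm.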
TexasRed fluor: Total Fluorescence Counterscreen for Inhibitors of the Interaction of Thyroid Hormone Receptor and Steroid Receptor Coregulator 2 | TRb/SRC2 Texas Red total fluorescence interference | Potency, µM (highest dose often 106 µM), inactives show at the top dose fluorescence change, negative = quenching | 280,000 tested, 0.29% active; active means well fitted curve in either direction with a large enough effect; inconclusive means small, poorly fitted or top-dose-only effect; further: potency means the concentration at half of the fitted maximal effect; on the % scale 0 is the no-effect control and ±100 the full control effect
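Human TRb ligand-binding domain at 0.6 uM with 20 nM Texas Red SRC2 peptide in Tris buffer containing 1 uM T3 and 5% DMSO, incubated with compound 5 h at ambient temperature. Total fluorescence (555/632 nm) calculated as parallel + 2 × perpendicular.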
NPSR antagonist: qHTS Assay for Antagonists of the Neuropeptide S Receptor: cAMP Signal Transduction. Q6W5P4. CHO-NPSR cells, cAMP TR-FRET, antagonist mode. Potency, µM (doses to about 38.3 µM), for the others: at the top dose activity change, negative = inhibition, actives largely listed as inhibitors. 220,000 tested, 1% active; further: potency means the concentration at half of the fitted maximal effect; on the % scale 0 is the no-effect control and ±100 the full control effect; nearly all actives have a fitted effect of over 50% in size; many of its hits are not listed in these tables
Target sequence (Q6W5P4 whole entry, looked up): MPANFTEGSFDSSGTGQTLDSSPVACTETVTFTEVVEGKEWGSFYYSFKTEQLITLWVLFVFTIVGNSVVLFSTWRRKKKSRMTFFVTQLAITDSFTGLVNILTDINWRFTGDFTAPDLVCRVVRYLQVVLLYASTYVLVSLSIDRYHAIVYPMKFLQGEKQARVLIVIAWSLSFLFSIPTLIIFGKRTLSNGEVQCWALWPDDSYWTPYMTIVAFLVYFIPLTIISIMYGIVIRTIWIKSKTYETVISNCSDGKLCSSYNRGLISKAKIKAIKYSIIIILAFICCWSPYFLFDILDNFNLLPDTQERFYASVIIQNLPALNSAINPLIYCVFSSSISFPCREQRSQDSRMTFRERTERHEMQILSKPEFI
aGal spleen mod: qHTS Assay for Inhibitors and Activators of Human alpha-Galactosidase From Spleen Homogenate | AID 2107, 2009 | Potency, µM (highest dose often 80 µM), without a hit: top-dose activity change, negative = inhibition, hits mostly inhibitors | Alpha-galactosidase A (Homo sapiens), P06280 | human spleen homogenate, 4MU-alpha-Gal fluorescence, 40 min | 240,000 tested, 0.008% active;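 further: potency means the concentration at half of the fitted maximal effect; 0% = enzyme with vehicle and -100% = no enzyme basal signal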
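Spleen homogenate 1 ug + cpd (titration) + 4-MU-alpha-D-galactopyranoside 1 mM; 37C 40 min; 50 mM citrate/phosphate pH 5.0, 0.01% Tween-20; stop pH 10; fluorescence 365/440; AC50 via Hill.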
Tau fluor counter: Counterscreen qHTS for Inhibitors of Tau Fibril Formation, Fluorescence Polarization; tau K18 P301L (four-repeat tau fragment) Alexa594 fluorescence, heparin fibrillization; Potency, µM (titrated, usually from 57.7 µM), for inactives: at the top dose activity change, negative = decrease; 280,000 tested, 0.93% active; AID 1463, 2008; further: potency means the concentration at half of the fitted maximal effect; on the % scale 0 is the no-effect control and ±100 the full control effect; nearly all actives have a fitted effect of over 55% in size
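Human K18 P301L tau (15 uM unlabeled plus 0.24 uM Alexa 594-labeled, final) in 100 mM sodium acetate pH 7 was mixed with compound and 20 uM heparin and incubated 6 hr at 37 C.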
Tau fibril FP: qHTS for Inhibitors of Tau Fibril Formation, Fluorescence Polarization | Microtubule-associated protein tau (Homo sapiens), P10636 | K18 P301L tau heparin fibrillization, Alexa594 FP, 6 h | 280,000 tested, 0.39% active | Potency, µM (titrated, usually from 57.7 µM), without a hit: at the highest dose activity, negative = inhibition, most hits filed as inhibitors; further: potency means the concentration at half of the fitted maximal effect; on the % scale 0 is the no-effect control and ±100 the full control effect; nearly all actives have a fitted effect of over 55% in size
Target sequence (P10636 561-689 P618L limits assumed): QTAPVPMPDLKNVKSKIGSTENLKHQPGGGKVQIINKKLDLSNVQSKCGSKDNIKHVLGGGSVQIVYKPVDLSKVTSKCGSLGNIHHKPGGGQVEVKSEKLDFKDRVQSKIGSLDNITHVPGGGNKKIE
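Human K18 P301L fragment (15 uM unlabeled plus 0.24 uM Alexa 594-labeled) in 100 mM sodium acetate pH 7 with compound, aggregation induced by 20 uM heparin for 6 hr at 37 C. ThT (30 uM) added for 1 hr, then Alexa 594 FP read.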
Epigenetic derep: Quantitative High-Throughput Screen for Regulators of Epigenetic Control. murine LDR cells, GFP reporter derepression, 30 h. Potency, µM (highest dose often 53.9 µM), inactives show top-dose GFP activation, actives largely listed as activators. 280,000 tested, 0.2% active. AID 1865, 2009; further: potency means the concentration at half of the fitted maximal effect; % of control where 0% means no effect; nearly all actives have a fitted effect of over 60% in size
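In this reporter-derepression format, murine cells bearing a silenced integrated CMV-GFP locus incubate with test compound (30 h, 37 C), then are washed and imaged; fluorescent objects of 20–120 um count as induced cells.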
* hit, by the source's call; ? = inconclusive; . = no result given; & = joins results of further samples; [ ] = another dose, or the depositor's remark. Unless noted, the call rests on the fitted dose curve; in most records, active means well fitted curve in the direction sought with a large enough effect; inconclusive means small, poorly fitted or top-dose-only effect, or another doubt; inactive means no such curve, though single readings can be large; an effect the other way counts as inactive or inconclusive. Some of the compounds tested. The share of hits here may be higher or lower than overall.

| Structure | TexasRed fluor | TRb SRC2 PPI | Tau fluor counter | Epigenetic derep | Tau fibril FP | NPSR antagonist | aGal spleen mod | CBFb-RUNX1 inh |
| --- | --- | --- | --- | --- | --- | --- | --- | --- |
| CC(=O)c1cccc(NC(=O)c2nc(-c3ccccc3)n(-c3cccc(Cl)c3)n2)c1 | -2% | 2% | -18% | 0.6% | -3% | . | . | . |
| Cc1nc2ccccc2n1C(=O)c1ccccc1[N+](=O)[O-] | -3% | -2% | -13% | 2.3% | -10% | 9%[46.1 µM] | 4% | -1% |
| COc1ccc(OC)c(S(=O)(=O)N2CCC(n3c(C)nc4cccnc43)CC2)c1 | 1% | 9% | -6% | -0.1% | -4% | . | . | . |
| CC(C)(C)NS(=O)(=O)CC12CCC(CC1=O)C2(C)C (stereo not given) | 1% | -6% | -7% | 3.6% | -1% | 6%[46.1 µM] | 10% | -3% |
| O=C(NCc1cccs1)c1ccc2c(c1)N(Cc1cccc(F)c1)C(=O)c1ccccc1S2 | 2% | 2% | -25% | -1.1% | -14% | . | . | . |
| CNC(=S)Nc1ccc(OC)c(OC)c1 | -3% | 8% | -7% | -3.4% | -4% | -6%[46.1 µM] | 2% | -2% |
| CCCCC1=NN(C(=O)c2cocc2C)C(O)(C(F)(F)F)C1 (stereo not given) | 2% | 7% | 1% | -2.0% | 4% | -14%[46.1 µM] | -7% | 0% |
| S=C(NCCN1CCOCC1)N/N=C/c1ccccc1 | -1% | -3% | -11% | 2.1% | 3% | -1%[46.1 µM] | 0% | 1% |
| c1ccc2c(c1)[nH]c1c(N3CCCC3)ncnc12 | -4% | -5% | -3% | -0.1% | 13% | -11%[46.1 µM] | 6% | -10% |
| COCCCNC(=O)CNC(=O)c1cn(-c2ccccc2OC)c(=O)c2ccccc12 | -4% | 2% | 1% | 1.3% | 3% | 5% | -1% | 10% |
| COc1ccc(S(=O)(=O)n2nc(C)cc2C)c(C)c1C | -8% | 1% | -10% | 0.0% | -2% | -13%[46.1 µM] | 4% | -1% |
| CCOC(=S)SCC(=O)N1CCc2ccccc2C1C1C(=O)CCCC1=O (stereo not given) | -2% | -7% | -6% | -1.0% | -4% | -2%[46.1 µM] | 0% | 0% |
| CCC(C)NC(=O)c1ccc([N+](=O)[O-])c(Cl)c1 (stereo not given) | 2% | -14% | -6% | -1.0% | -5% | 0% | -7% | 2% |
| COc1ccc(S(=O)(=O)N(CC(=O)NCC2CCCO2)c2ccccc2)cc1OC (stereo not given) | -4% | -2% | -2% | 0.0% | -4% | -12%[46.1 µM] | 0% | -5% |
| O=C(O)COc1cnc2ccccc2n1 | -1% | -5% | -10% | 1.1% | -5% | 13% | 3% | -2% |
| CCCC[C@H]1C[C@@H]1[C@@H]1N(P(=O)(c2ccccc2)c2ccccc2)C[C@@](O)(c2ccccc2)CC12CC2 | 11% | -16% | -3% | ? | 13% | . | 4% | 13% |
| CCCNC(=O)c1ccccc1NC(=O)CSCc1ccc(OC)cc1 | 1% | -3% | 1% | 1.8% | -9% | -8%[46.1 µM] | -4% | 2% |
| Cn1c(=O)[nH]c(=O)c2c1nc(NCCCn1ccnc1)n2Cc1ccc(F)cc1 | -5% | -1% | -9% | -1.0% | 3% | -1%[46.1 µM] | 5% | 2% |
| CCC1CCCCN1CCCNC(=O)c1cn(CC(C)C)c(=O)c2cc(OC)c(OC)cc12 (stereo not given) | 4% | -17% | -1% | -1.5% | 1% | -16%[46.1 µM] | 1% | 11% |
| Cc1ccc(Cl)cc1Nc1nn2c(=O)c3ccc(C(=O)N4CCCC(C)C4)cc3nc2s1 (stereo not given) | -2% | -9% | -13% | -0.2% | -3% | . | . | . |
| CCCCNC(=O)C(c1ccc(-c2ccccc2)cc1)N(CCN1CCOCC1)C(=O)CCCCCN1C(=O)NC(c2ccc([N+](=O)[O-])cc2)C(C(=O)OCc2ccccc2)=C1C (stereo not given) | -1%&-2% | 6%&-3% | -2%&-10% | -1.4%&-2.9% | 4%&12% | -4% | -4%&7% | -1%[2.36 µM] |
| COc1ccc(-c2nc3ccccn3c2C=O)cc1 | -1% | -3% | 4% | 0.0% | -3% | 2% | -8% | 8% |
| C=C(C)C(=O)Nc1cccc(C2=NOC3(C2)C[C@H](C(N)=O)N(C(=O)c2ccccc2)C3)c1 (stereo not given in full) | 0% | -2% | -6% | -1.2% | -6% | 14% | 3% | ? |
| CCOC(=O)/C=C1\SCC(=O)N1CC(=O)NC(C)C | -4% | -7% | -6% | -1.4% | -4% | 4%[46.1 µM] | 3% | 6% |
| CSc1ncc(C(=O)NCc2ccc(F)cc2)c(-c2ccccc2)n1 | -1% | 12% | 5% | -1.2% | -4% | . | . | . |
| O=C(COC(=O)c1cccnc1Cl)c1ccccc1 | -1% | -2% | 4% | 0.9% | -2% | 7%[46.1 µM] | -8% | 3% |
| COc1cc(-c2nc(CN3CCCN(C(=O)c4ccco4)CC3)c(C)o2)ccc1F | -2% | 2% | 18% | -1.1% | -6%[2.34 µM] | 7% | 0% | -6% |
| COc1ccc(NC(=S)NC2CCS(=O)(=O)C2)cc1 (stereo not given) | 2% | 0% | 10% | -0.9% | 2% | 12% | -4% | 8% |
| N#C/C(=C/c1ccc(O)cc1)c1nc(-c2ccc(-c3ccccc3)cc2)cs1 | -14% | 1% | ? | 11µM* | ? | . | . | . |
| Cc1ccc(C)c(N2CCN(c3nc4ccccc4n4c(C)nnc34)CC2)c1 | -2% | -2% | ? | 0.0% | ? | . | . | . |
| C#CCOc1ccc(C(=O)N(C)c2ccccc2I)cc1 | 0% | -11% | . | . | . | . | 4% | 19% |
| CCCCCc1ccc(S(=O)(=O)Nc2cc(C)ccn2)cc1 | -2% | 2% | -5% | 0.1% | 2% | 1% | 4% | 4% |
| Cc1cc(C(=O)COC(=O)c2ccc[nH]c2=O)c(C)n1CCc1ccc(F)cc1 | 1% | 1% | 0% | -3.6% | 3% | -22% | 3% | 0% |
| COCCCNC(=O)c1ccccc1SC | 1% | -17% | 2% | 3.6% | 3% | -5%[46.1 µM] | -4% | 11% |
| CC(C)Oc1ccc(/C(O)=C2/C(=O)C(=O)N(CCCn3ccnc3)C2c2cccnc2)cc1 (stereo not given) | -10% | -8% | -12% | 0.9% | 3% | 10%[46.1 µM] | 2% | -4% |
| O=C(O)c1cccc(C(=O)Cc2ccccc2)c1 | -1% | -11% | 6% | -1.1% | 10% | -4%[46.1 µM] | -6% | 4% |
| Cc1c(/C=N/NC(=O)c2ccc3c(c2)OCO3)cnn1C | -2% | 0% | 1% | -1.2% | -1% | -8%[46.1 µM] | 11% | 1% |
| CC1CCCN(C(=S)Nc2ccc(F)cc2)C1 (stereo not given) | -1% | -7% | 7% | -1.3% | 3% | -9% | -1% | 2% |
| COc1ccc(CC(=O)N2CC(=O)Nc3ccc(F)cc3C2c2ccccc2)cc1 (stereo not given) | -3% | -7% | -18% | -1.5% | -1% | . | . | . |
| CNCCCOc1ccc(C(C)(C)c2ccccc2)cc1 | -4% | -4% | -7% | 0.8% | 5% | 12%[46.1 µM] | -20% | 3% |

3 entries from above, ordered by molar mass, highest first.
| Structure | TexasRed fluor | TRb SRC2 PPI | Tau fluor counter | Epigenetic derep | Tau fibril FP | NPSR antagonist | aGal spleen mod | CBFb-RUNX1 inh |
| --- | --- | --- | --- | --- | --- | --- | --- | --- |
| CCCC[C@H]1C[C@@H]1[C@@H]1N(P(=O)(c2ccccc2)c2ccccc2)C[C@@](O)(c2ccccc2)CC12CC2 | 11% | -16% | -3% | ? | 13% | . | 4% | 13% |
| CNCCCOc1ccc(C(C)(C)c2ccccc2)cc1 | -4% | -4% | -7% | 0.8% | 5% | 12%[46.1 µM] | -20% | 3% |
| COc1ccc(-c2nc3ccccn3c2C=O)cc1 | -1% | -3% | 4% | 0.0% | -3% | 2% | -8% | 8% |

Continued:
| Structure | TexasRed fluor | TRb SRC2 PPI | Tau fluor counter | Epigenetic derep | Tau fibril FP | NPSR antagonist | aGal spleen mod | CBFb-RUNX1 inh |
| --- | --- | --- | --- | --- | --- | --- | --- | --- |
| O=C(CSc1ccc([N+](=O)[O-])cn1)Nc1ccc(N2CCOCC2)cc1 | -2% | -7% | 10% | -5.7% | 4% | 12% | 3% | 1% |
| COc1cc(-c2noc(C3CCCN(S(=O)(=O)c4cccc(Cl)c4)C3)n2)cc(OC)c1OC (stereo not given) | 3% | -4% | -27% | 2.1% | 3% | -19%[7.67 µM] | -1% | 4% |
| Cc1ccc2c(c1)N1C(=O)c3ccccc3C1C1=C(CC(C)(C)CC1=O)N2 (stereo not given) | 1% | -7% | -12% | 0.0% | -3% | -17% | 3% | 4% |
| Cc1ccc(NC(=O)C2CC(=O)n3ncnc3N2)cc1 (stereo not given) | -2% | -2% | -3% | -0.7% | 1% | -5%[46.1 µM] | -10% | -3% |
| COc1ccc(OC(=O)c2ccc3nsnc3c2)cc1 | -1% | 0% | -2% | ? | -1% | -7%[46.1 µM] | 4% | -3% |
| CCN(CC)C(=O)CN1C(=O)COc2ccc(S(=O)(=O)N3CCOCC3)cc21 | 1% | 0% | -4% | -1.1% | -1% | . | . | . |
| CCOc1ccc(C2C(C#N)=C(C)NC3=C2C(=O)c2ccccc23)cc1 (stereo not given) | -6% | -6% | 20µM*[quencher] | 0.8% | ? | -15%[46.1 µM] | -4% | ? |
| CCC12CCCN3CCC4(C(=C(C(=O)OC)C1)Nc1ccccc14)C32 (stereo not given) | -1% | 2% | -11% | 0.0% | -2% | -27%[46.1 µM] | 13% | -2% |
| O=C(CSc1nnnn1C1CCCC1)N1CCOCC1 | -1% | 15% | -1% | -1.9% | -6% | 5% | 4% | 5% |
